Screens: PubChem, The Scripps Research Institute Molecular Screening Center
LYPLA1 counter – LYPLA1 inhibitors, primary screen, counter-screen for PME1 inhibitor project, biochemical, fluorescence polarization, FP-Rh probe ABPP; Acyl-protein thioesterase 1 (Homo sapiens), O75608; recombinant LYPLA1; inhibition, % at 5.9 µM; 320,000 compounds, 0.16% hits;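 active means inhibition above the mean of all tested compounds plus 3 SD, set per campaign, cut at about 14% in these data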;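 further: inhibitors block serine hydrolase probe labeling of LYPLA1 so polarization falls; 0% = enzyme with DMSO and 100% = wells lacking LYPLA1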
Target sequence (O75608 whole entry, looked up): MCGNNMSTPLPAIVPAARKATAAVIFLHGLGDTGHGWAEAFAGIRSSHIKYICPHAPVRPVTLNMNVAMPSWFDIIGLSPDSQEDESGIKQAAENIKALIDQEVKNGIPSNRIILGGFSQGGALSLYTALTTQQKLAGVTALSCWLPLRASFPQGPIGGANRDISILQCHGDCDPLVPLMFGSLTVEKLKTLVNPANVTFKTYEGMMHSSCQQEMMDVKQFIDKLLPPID
PREPL inh – PREPL enzyme inhibitors, primary screen, biochemical, fluorescence polarization | recombinant PREPL, fluorescence polarization activity-based probe | AID 2751, 2010 | Prolyl endopeptidase-like (Homo sapiens), Q4J6C6 | 320,000 compounds, 0.68% hits | inhibition, % at 5.96 µM; in the data active means inhibition above about 43%;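 further: 0% = enzyme with DMSO and 100% = wells lacking enzyme; many of its hits are not listed in these tables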
PAFAH1B3 FP inh – PAFAH1B3 enzyme inhibitors, primary screen, biochemical, fluorescence polarization, human; inhibition, % at 3.39 µM; recombinant PAFAH1B3, FP-rhodamine probe; AID 492972, 2010; 340,000 compounds, 0.28% hits;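 active means inhibition above the screen-wide average of all tested compounds plus 3 SD, cut at about 25% in these data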;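 further: 0% = enzyme with DMSO only and 100% = wells lacking PAFAH1B3 protein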
Target sequence (Q15102 whole entry, looked up): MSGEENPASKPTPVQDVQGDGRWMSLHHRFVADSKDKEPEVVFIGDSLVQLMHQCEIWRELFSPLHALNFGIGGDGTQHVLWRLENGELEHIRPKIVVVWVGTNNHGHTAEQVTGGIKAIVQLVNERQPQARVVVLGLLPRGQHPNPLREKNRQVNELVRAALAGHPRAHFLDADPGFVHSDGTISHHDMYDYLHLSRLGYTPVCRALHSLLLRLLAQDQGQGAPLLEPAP
GSTO1 counter – inhibitors of recombinant GSTO1, primary screen, counter-screen for RBBP9 inhibitor project, biochemical, fluorescence polarization; Glutathione S-transferase omega-1 (Homo sapiens), P78417; activity-based probe fluorescence polarization; inhibition, % at 5.96 µM; 300,000 compounds, 1.1% hits;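 active means inhibition above the campaign mean inhibition plus 3 SD, cut at about 35% in these data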;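 further: 0% = GSTO1-1 with DMSO and 100% = wells lacking GSTO1-1 enzyme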
Target sequence (P78417 whole entry, looked up): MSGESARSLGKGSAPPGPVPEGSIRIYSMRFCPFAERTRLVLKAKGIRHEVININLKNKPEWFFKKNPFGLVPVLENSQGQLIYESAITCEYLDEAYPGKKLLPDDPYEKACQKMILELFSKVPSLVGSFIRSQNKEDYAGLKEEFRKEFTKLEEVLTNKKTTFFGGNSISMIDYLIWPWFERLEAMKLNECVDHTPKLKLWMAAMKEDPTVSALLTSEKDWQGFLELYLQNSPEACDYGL
PAD4 FP inh – human PAD4 inhibitors, primary screen, biochemical, fluorescence polarization, 1536-well format | recombinant PAD4, RCA probe fluorescence polarization | Protein-arginine deiminase type-4 (Homo sapiens), Q9UM07 | 330,000 compounds, 0.41% hits | inhibition, % at 6.36 µM;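 active means percent inhibition above a cutoff equal to the mean of all tested compounds plus 3 SD, cut at about 15% in these data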;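 further: 0% = PAD4 with RCA probe and DMSO and 100% = probe without PAD4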
LYPLA2 counter – LYPLA2 inhibitors, primary screen, counter-screen for PME1 inhibitor project, biochemical, fluorescence polarization, FP-Rh probe ABPP; inhibition, % at 5.9 µM; 320,000 compounds, 0.38% hits; Acyl-protein thioesterase 2 (Homo sapiens), O95372; AID 2177, 2009; recombinant LYPLA2;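 active means inhibition above the screen-wide mean plus 3 SD, limit set per campaign, cut at about 26% in these data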;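 further: 0% = LYPLA2 with DMSO and 100% = wells lacking LYPLA2 enzyme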
pPAFAH inh – pPAFAH enzyme inhibitors, primary screen, biochemical, fluorescence polarization, human; recombinant pPAFAH, FP-rhodamine probe fluorescence polarization; inhibition, % at 3.39 µM; 330,000 compounds, 1.5% hits; AID 463082, 2010;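 active means inhibition above the mean inhibition across the screen plus 3 SD, cut at about 25% in these data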;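 further: inhibitors block binding of the rhodamine activity-based probe so polarization drops; 0% = enzyme with DMSO and 100% = wells lacking pPAFAH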
PME-1 primary – PME-1 inhibitors via competitive probe labeling, primary screen, biochemical, fluorescence polarization, FP-Rh probe, HTS | Protein phosphatase methylesterase 1 (Homo sapiens), Q9Y570 | recombinant PME-1 | inhibition, % at 5.9 µM | 320,000 compounds, 0.53% hits | AID 2130, 2009;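 active means inhibition above the campaign mean of all compounds plus 3 SD, cut at about 26% in these data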;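 further: competitive labeling of PME-1 active site by serine hydrolase directed probe; 0% = PME-1 with DMSO and 100% = wells lacking PME-1 enzyme; inhibitors block probe labeling so polarization falls and inhibition rises; many of its hits are not listed in these tables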
PAFAH1B2 FP inh – PAFAH1B2 enzyme inhibitors, primary screen, biochemical, fluorescence polarization, human. Platelet-activating factor acetylhydrolase IB subunit alpha2 (Homo sapiens), P68402. recombinant PAFAH1B2, FP-rhodamine activity probe. inhibition, % at 3.39 µM. 340,000 compounds, 1.2% hits. AID 492953, 2010;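 active means inhibition above the mean of all tested compounds plus 3 SD, cut at about 24% in these data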;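 further: 0% = enzyme with DMSO and 100% = wells lacking PAFAH1B2; many of its hits are not listed in these tables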
Target sequence (P68402 whole entry, looked up): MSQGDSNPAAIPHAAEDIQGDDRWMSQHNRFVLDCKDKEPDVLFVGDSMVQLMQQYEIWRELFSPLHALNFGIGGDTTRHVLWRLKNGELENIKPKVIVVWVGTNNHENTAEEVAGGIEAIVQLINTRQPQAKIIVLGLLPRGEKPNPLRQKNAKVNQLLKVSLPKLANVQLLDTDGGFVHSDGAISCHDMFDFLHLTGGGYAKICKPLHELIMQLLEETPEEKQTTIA
* hit, by the source's call; · = no result given. Not all compounds are listed (hit frequency here may not be typical).

SMILES	LYPLA1 counter	PREPL inh	PAFAH1B3 FP inh	GSTO1 counter	PAD4 FP inh	LYPLA2 counter	pPAFAH inh	PME-1 primary	PAFAH1B2 FP inh
CC(CN1CCCCC1)OC(=O)CCc1ccccc1 (centres undefined)	-1	16	6	4	-1	-4	2	-3	1
Cc1ccn2cc(-c3cnoc3C)nc2c1	1	-2	-1	1	0	-1	-5	-12	1
COc1ccc(OCC(=O)N2CCc3c([nH]c4ccccc34)C2c2ccccn2)cc1 (centres undefined)	-2	7	3	6	-1	-6	5	-1	4
CC(C)[C@H](NC(=O)c1ccccc1F)C(=O)Nc1ccc2c(c1)OCO2	1	1	-2	·	-3	1	-1	-6	2
COc1cc(NS(=O)(=O)c2cn(C)cn2)cc(OC)c1	3	12	2	2	-2	7	-1	2	7
Cc1sc(NC(=O)CN2CCN(c3ccccn3)CC2)c(C#N)c1C	-4	22	-1	3	-1	-7	-3	-2	-8
COc1ccc(CCN=C(N)NS(=O)(=O)c2ccc(C)cc2)cc1	-2	-3	1	5	0	-7	-7	-2	1
COc1cc(C(=O)N2C[C@H]3CC[C@H]2C3)ccc1OC1CCN(C(C)=O)CC1	-1	0	7	3	-4	-1	-4	3	5
O=C1CN(C(=O)N[C@@H](Cc2ccccc2)C(=O)N[C@H](Cc2ccccc2)C(=O)O)c2ccccc2N1	-3	7	2	-4	-2	0	7	3	2
CC(=O)c1cccc(NC(=S)NCCc2ccc(Cl)cc2)c1	-8	-10	7	-6	-6	-10	-5	-2	15
O=C(O)c1ccc(-c2nc(-c3ccccc3)c(-c3cccs3)[nH]2)cc1	3	-4	8	-2	1	4	13	11	6
CCOC(=O)NCc1ccccc1	2	-14	-1	-5	2	-2	1	-7	7
Cc1ccccc1NC(=O)Cc1nc(COC(=O)c2ccc(Cl)c(S(N)(=O)=O)c2)cs1	-2	-6	0	1	-4	-5	9	-4	-1
COC(=O)COc1cccc(NC(=O)c2ccc(C)cc2)c1	-2	-4	-5	-3	1	3	3	-4	2
O=C1CNc2ccc(C(=O)N3CCN(c4ccccn4)CC3)cc2N1	3	11	3	0	-2	4	-1	-4	2
COCCOc1ccc(C(F)(F)F)cc1NC(=O)COC(=O)c1ccc(N2CCCC2=O)cc1	·	19	7	·	-5	·	1	·	1
O=C(Nc1c(-c2ccc(F)cc2)nc2ccccn12)c1ccc(F)cc1	-3	2	6	-1	-1	0	-1	-9	4
CCC/C(O)=C1\C(=O)CCCC1=NCCc1c(C)[nH]c2ccccc12	1	7	5	6	-3	5	9	8	3
CC(C)(C)OC(=O)NCc1ccc(CNC(=O)c2nc[nH]c2C(=O)N2CCN(C(=O)OC(C)(C)C)CC2)cc1	1	-1	1	·	-2	-5	4	-5	5
COC(=O)C1CCCCN1C(=O)c1cc(COc2cccc3cnccc23)on1 (centres undefined)	2	12	7	7	-2	-3	-5	-5	0
CN1CCN(C(=O)CN(c2cc(C(F)(F)F)ccc2Cl)S(C)(=O)=O)CC1	-2	9	7	5	0	4	1	8	0
CC(=O)Nc1ccc(S(=O)(=O)N2CCCC2C(=O)Nc2ccc(F)cc2)cc1 (centres undefined)	2	-1	6	0	-3	10	6	-1	-2
C=CCN=C(NC#N)SCCc1ccccc1	-1	-6	2	3	1	3	5	2	3
C/C(=N\NC(=O)CNc1cccc(Cl)c1C)c1cccs1	1	8	1	4	1	-4	-3	-8	-2
O=C(O)c1ccc2noc(-c3ccccc3)c2c1	1	12	15	6	-7	-2	6	-7	3
COCCN(C(=O)CNC(=O)c1ccco1)C(C(=O)NC1CCCC1)c1ccc(OC)cc1 (centres undefined)	-4	11	3	6	-2	4	-6	-10	3
CCN(CC)c1ccc(NC(=O)CCCCC(=O)Nc2ccc(N(CC)CC)cc2)cc1	-1	24	11	9	-2	6	6	-5	7
CC(C)(C)c1ccc(C(=O)Nc2ccc(S(=O)(=O)Nc3cnc4ccccc4n3)cc2)cc1	-3	-6	2	-13	-1	-1	-5	0	-5
O=C(CSc1nc(-c2ccccc2)c(-c2ccccc2)o1)NCCCO	-4	0	-3	-9	1	-6	-2	-8	6
COc1cc(C(C)=O)ccc1OCC(=O)OCC(=O)c1cc(C)n(CC2CCCO2)c1C (centres undefined)	-1	-2	10	·	3	-2	1	-2	4
COC(=O)CCCC1=CC2=CC(=O)C(C)(OC(=O)c3cccs3)C(=O)C2=CN1CCc1c[nH]c2ccccc12 (centres undefined)	-2	45*	8	27	-3	1	16	16	1
O=C(c1ccccc1/S(=N/S(=O)(=O)c1ccccc1)N1CCOCC1)N1CCOCC1 (centres undefined)	0	-7	4	0	-3	-4	-3	3	-1
O=C(O)CC(Sc1n[nH]c(=S)s1)C(=O)O (centres undefined)	-3	-5	-6	-7	7	-10	-2	-5	2
COc1cccc(CN(C)C(=O)c2cc(-c3cccs3)nc3ccccc23)c1	-1	-5	12	0	1	2	1	6	6
O=C(CCCn1c(=O)[nH]c2cc(Cl)ccc2c1=O)NCCCN1CCCC1=O	-1	13	-4	10	-2	4	3	1	-3
COc1ccc(CCNC(=O)CS(=O)Cc2nc(-c3ccccc3F)oc2C)cc1OC (centres undefined)	2	0	1	0	2	3	2	0	5
CCOC(=O)C1C(C(=O)OCC)C1(c1ccccc1)c1ccccc1 (centres undefined)	7	10	8	0	0	12	3	-2	29*
Cc1cc(C)cc(SCc2noc(C(=O)NCCN(C)C)c2C(=O)NCCN(C)C)c1	-1	-103	2	-6	-2	-4	-5	-6	-4
Cc1cc(C(=O)CSc2nnc(Nc3ccccc3)s2)c(C)n1CC1CCCO1 (centres undefined)	-2	27	-7	4	1	2	4	6	4
COc1ccc(-c2nc(SCC(=O)NCc3ccco3)c(-c3ccccc3)[nH]2)cc1OC	-1	14	3	7	-5	-5	8	7	5
CCC(=O)N(CCC1(C(C)C)CCOC(C)(C)C1)C(C)c1cccs1 (centres undefined)	1	3	5	6	-2	2	4	2	11
CCS(=O)(=O)NCCc1csc(-c2cccnc2)n1	0	-14	9	8	0	6	-5	-7	3
Cc1nn(-c2nnc(C)c(=O)[nH]2)c(C)c1SCC(=O)Nc1ccc(C(C)C)cc1	-4	1	3	4	4	1	-2	-2	9
Cc1ccc(NC(=O)CN(C)C(=O)CSc2nnc(C(F)(F)F)n2C)cc1	0	2	2	3	3	0	-2	-1	-1
O=C(CN1C(=O)NC2(CCOc3ccccc32)C1=O)NCCc1ccccc1 (centres undefined)	·	2	8	·	0	·	3	·	8
N#Cc1cccc(CSc2ncnc(N)n2)c1	1	9	-1	-3	-1	2	-1	3	3
Cc1ccc(N(CCCCN2C(=O)c3ccccc3C2=O)C(=O)c2cccs2)cc1	0	5	4	6	-1	4	0	-2	-3
CCOC(=O)C1CCN(Cc2cc(=O)n3c(-c4ccccc4)csc3n2)CC1	-1	4	8	0	-4	-2	12	2	1
Cc1cccc(NC(=O)Cn2c(/C=C/c3ccccc3)nc3ccccc32)c1	-4	20	1	-11	-4	-2	6	0	2
CCOc1ccccc1C(=O)NCC(=O)OCc1c(C)noc1C	-1	2	11	-1	-1	1	-7	1	-3
O=C(CC1COc2ccccc2O1)NC1CCCCC1 (centres undefined)	3	4	9	3	1	0	6	7	2
O=C(Nc1ccc(N2CCCC2)c(Cl)c1)c1ccc([N+](=O)[O-])cc1	0	16	10	0	4	-7	-1	-3	5
O=C(NC(=O)c1ccc(Cl)cc1)Nc1cc(N2CCCCC2)ncn1	2	-3	7	0	2	-2	0	-1	3
CC1CC(C)CN(C(=O)Cn2nnc(-c3ccc(Br)cc3)n2)C1 (centres undefined)	2	17	-1	2	3	-4	-1	0	6
CCOc1ccc(/C=C/C(=O)Oc2ccc(OC)cc2)cc1	0	17	-1	-1	-2	3	0	-3	0
CC(C)c1nc2ccc(NC(=O)C3CCCCC3)cc2[nH]1	0	-8	0	1	0	3	6	-2	8

The list goes on:
SMILES	LYPLA1 counter	PREPL inh	PAFAH1B3 FP inh	GSTO1 counter	PAD4 FP inh	LYPLA2 counter	pPAFAH inh	PME-1 primary	PAFAH1B2 FP inh
O=C(CSc1nc2nc(-c3cccs3)cc(C(F)(F)F)c2c(=O)[nH]1)Nc1ccc(F)c(F)c1	-27	-15	-26	-54	-4	-52	-4	-42	1
Cc1cc(NC(=O)CN2CCC(O)(c3cccc(F)c3)CC2)no1	-3	-5	3	4	-3	-4	0	1	2
COC(=O)Cc1cc(=O)[nH]c(Nc2nc3ccccc3o2)n1	0	9	11	18	-9	-5	28*	4	3
Cc1c(-c2ccccn2)c(=O)[nH]n1-c1ccc(F)cc1	0	3	5	7	0	9	6	0	-1
Nc1nc(SCC(=O)Nc2cccnc2Cl)n[nH]1	-5	1	12	3	-1	-4	3	-2	-4
COc1cccc(N2CC(NC(=O)c3ccc4ccccc4c3)CC2=O)c1 (centres undefined)	-3	9	4	-1	-3	-1	4	-4	1
COc1ccc(CCNC(=O)C(=O)NCC2OCCN2S(=O)(=O)c2ccc(Br)cc2)cc1OC (centres undefined)	1	15	4	3	2	1	0	2	3
CC(=O)C1=C(C)Nc2ncnn2C1c1ccccc1F (centres undefined)	0	6	18	4	-1	3	6	0	15
COc1cccc(OC)c1OCCCN1CCOCC1	0	3	-2	-5	4	7	6	-2	-2
Cn1c(SCC(=O)NCc2ccc3c(c2)OCO3)nc2scc(-c3cccs3)c2c1=O	2	-12	8	4	-2	7	4	-2	0
Cc1cccc(N2N=C(C(=O)N3Cc4ccccc4CC3C(N)=O)CCC2=O)c1 (centres undefined)	·	23	-2	·	-5	·	-2	·	0
N#Cc1ccccc1OCCCNC1CCCC1	0	3	12	1	1	-15	1	-3	1
O=C(O)c1cc(-c2cccs2)nc2ccc(F)cc12	8	4	-6	1	-4	17	0	2	1
Cc1ccc(-c2nnc(-n3nnc4ccccc43)c3ccccc23)cc1	1	7	-1	-18	3	-4	-1	-4	2
COc1cccc(-c2cc(C(=O)N3CCN(C(=O)c4ccco4)CC3)[nH]n2)c1	1	9	8	-2	-4	3	3	-2	-2
O=C(CSc1nnc(Cc2cccs2)n1-c1ccccc1)NCc1ccc2c(c1)OCO2	-1	-2	-1	12	-1	-1	1	7	1
CC(=O)c1ccc(OCCCC(=O)Nc2ccc(C)c(S(=O)(=O)N(C)C)c2)cc1	0	3	6	1	1	-1	6	-1	1
